MBD2 inh – MBD2-methylated oligo binding inhibition. AID 686964. 0.31% of 370,000 active. Q9UBB5. inhibition, % at 4.4 µM. TR-FRET, MBD2 binding to methylated oligonucleotide; in the data active = inhibition above about 13%
TCR CD3 inh – inhibitors of human TCR-CD3 interaction. TAMRA-labeled TCR probe fluorescence, biochemical. inhibition, % at 9.4 µM. 0.37% of 360,000 active; in the data active = inhibition above about 19%;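 also: recombinant mutant TCR 2C K166C tagged with TAMRA read by polarization; 0% = receptor in buffer alone and 100% = receptor with positive control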
PRMT1 FP inh – inhibitors of human PRMT1; Q99873; recombinant PRMT1, activity-based probe fluorescence polarization; inhibition, % at 2.79 µM; 1.3% of 370,000 active; AID 652257;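 active = inhibition above about 21% made by adding two undisclosed values, limit read from the data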
LEDGF integ inh – blocks HIV-1 LEDGF/p75-dependent DNA integration; TR-FRET IN-LEDGF/p75 DNA integration, Eu/Cy5; inhibition, % at 3.7 µM; 0.64% of 370,000 active; AID 743269;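 active = inhibition above the screen-wide mean plus 3 SD, cut at about 13% in these data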;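 also: signal is the Cy5 over europium emission ratio at 671 and 618 nm; 0% = plate median of compound wells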
SIAE inh – inhibitors of human sialic acid acetylesterase SIAE; inhibition, % at 9.66 µM; 0.69% of 370,000 active; SIAE FP-Rh probe binding, fluorescence polarization; Q9HAT2;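 active = inhibition above a cutoff: mean of compounds within the control limits plus 3 SD of those, cut at about 17% in these data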;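 also: 0% = plate median of compound wells and 100% = probe without SIAE protein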
Target sequence (Q9HAT2 whole entry, looked up): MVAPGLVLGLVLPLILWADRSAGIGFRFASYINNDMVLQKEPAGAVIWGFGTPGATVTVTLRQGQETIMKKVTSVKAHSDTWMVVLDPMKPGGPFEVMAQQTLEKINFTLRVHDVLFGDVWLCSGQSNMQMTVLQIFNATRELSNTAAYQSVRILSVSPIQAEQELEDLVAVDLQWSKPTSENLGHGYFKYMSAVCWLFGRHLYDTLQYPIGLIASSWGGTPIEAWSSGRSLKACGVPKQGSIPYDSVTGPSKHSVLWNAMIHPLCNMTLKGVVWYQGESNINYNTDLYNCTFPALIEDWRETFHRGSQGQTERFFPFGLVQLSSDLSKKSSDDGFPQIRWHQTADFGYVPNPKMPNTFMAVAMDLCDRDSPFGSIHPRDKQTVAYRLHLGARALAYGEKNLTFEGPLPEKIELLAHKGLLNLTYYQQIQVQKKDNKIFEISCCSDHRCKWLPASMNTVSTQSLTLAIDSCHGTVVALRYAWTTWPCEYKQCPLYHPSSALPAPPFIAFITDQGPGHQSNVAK
HTRA1 inhibitor – HTRA1 (human) protease inhibition | Q92743 | recombinant HTRA1, FP-rhodamine activity-based probe, fluorescence polarization | inhibition, % at 5.96 µM | 0.5% of 340,000 active; in the data active = inhibition above about 36%;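 also: 0% = enzyme with DMSO and 100% = wells lacking enzyme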
ABHD4 inh – inhibits mouse alpha/beta hydrolase domain 4 | AID 720543 | inhibition, % at 8.92 µM | Q8VD66 | purified mABHD4, FP-Rh probe fluorescence polarization | 0.54% of 370,000 active;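 active = inhibition exceeding the mean over every tested compound plus 3 SD, cut at about 30% in these data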;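 also: 0% = plate median of compound wells and 100% = S159A mutant with DMSO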
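Assay system: Wild-type mouse ABHD4 protein | Medium: HEPES pH 7.0 buffer, 150 mM NaCl, 0.01% Pluronic F-127 | Incubation: Enzyme–compound pre-incubation 45 min, then probe 60 min, both 25 °C | Technique: Fluorescence polarization with parallel and perpendicular emission, 525/598 nm | Evaluation: % inhibition of FP-Rh probe binding versus controls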
TDP2 inh – blocks human TDP2 phosphodiesterase activity. O95551. recombinant TDP2, T5PNP hydrolysis, p-nitrophenol absorbance 415 nm. inhibition, % at 12.8 µM. 0.34% of 370,000 active;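 active = inhibition above the mean of all tested compounds plus 3 SD, set per campaign, cut at about 25% in these data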;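 also: 0% = DMSO with enzyme and 100% = buffer with substrate but no TDP2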
Target sequence (O95551 whole entry, looked up): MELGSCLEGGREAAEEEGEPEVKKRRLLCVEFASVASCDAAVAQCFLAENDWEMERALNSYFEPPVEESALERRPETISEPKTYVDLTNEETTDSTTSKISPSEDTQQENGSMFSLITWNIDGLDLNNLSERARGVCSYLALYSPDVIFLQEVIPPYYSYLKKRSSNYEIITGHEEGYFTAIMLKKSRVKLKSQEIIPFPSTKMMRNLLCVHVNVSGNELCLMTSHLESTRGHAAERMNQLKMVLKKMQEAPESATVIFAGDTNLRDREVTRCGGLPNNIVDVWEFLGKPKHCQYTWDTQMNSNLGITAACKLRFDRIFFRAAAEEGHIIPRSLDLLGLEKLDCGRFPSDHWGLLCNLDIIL
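Assay system: recombinant human TDP2 / Reagent: T5PNP substrate at 5 mM, a TopII-DNA adduct mimic / Measured by: epi absorbance from released p-nitrophenol / Evaluation: % inhibition relative to enzyme-containing and enzyme-free wells / Control set: enzyme-free and DMSO wells / Replicates: each compound tested once, singlicate / Schedule: enzyme reaction with compound for 2 h at 37 °C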
GC-B act – GC-B (human) receptor activation | 0.11% of 370,000 active | activation, % at 10 µM | HEK293-GC-B cells, CNP EC30, cGMP TR-FRET; 0% at EC30 CNP, 100% saturating CNP | AID 1920062;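 active = activation at 10 µM reaching about 35% in either raw or pattern-adjusted values, limit read from the data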
rCAG binder – binds r(CAG) RNA repeats; AID 651821; inhibition, % at 3 µM; 1.3% of 370,000 active; r(CAG) RNA repeat, TO-PRO-1 dye displacement fluorescence;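 active = inhibition above the plate cutoff, the mean of all test compounds on that plate plus 3 SD, cut at about 35% in these data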;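 also: 0% = DMSO alone and 100% = 100 µM mitoxantrone as full dye displacement; higher means more dye released from RNA so lower well fluorescence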
Starred values were filed as active, the others as inactive; / = no result given. Only part of the results is shown; the hit share may differ from the screen's.

SMILES	MBD2 inh	TCR CD3 inh	PRMT1 FP inh	LEDGF integ inh	SIAE inh	HTRA1 inhibitor	ABHD4 inh	TDP2 inh	GC-B act	rCAG binder
COc1ccc(NC(=O)c2cccc(S(=O)(=O)NCc3ccco3)c2)c(OC)c1	-5	6	0	1	-5	-4	3	-1	3	-2
COc1ccc(-c2csc3ncnc(N4CCN(Cc5ccccc5)CC4)c23)cc1	-1	3	2	0	0	-8	-3	17	-4	-3
COc1ccc(C)cc1NC1=C(Cl)C(=O)N(C2CCCCC2)C1=O	8	-6	-1	8	-7	-3	-14	-6	1	-1
COc1cc(CC(CC(=O)O)CC(C)OCc2ccccc2)cc(OC)c1 (centres undefined)	0	8	-1	1	3	-1	-5	11	3	10
CN(C(=O)CC1C(=O)NCCN1Cc1ccc(F)cc1Cl)C1CCCCC1 (centres undefined)	3	-2	6	-7	3	9	10	-8	-3	-6
Cc1n[nH]c(C)c1C(=O)CC1(O)C(=O)N(CCc2ccccc2)c2ccc(Cl)cc21 (centres undefined)	1	0	-1	-1	-3	-23	-1	6	-7	-5
Cc1ccc(C2CC(C(F)(F)F)n3ncc(C(N)=O)c3N2)cc1 (centres undefined)	0	3	-2	-1	-5	2	3	-3	-3	-2
O=C(COc1nsnc1N1CCOCC1)Nc1ccccc1Cl	-3	-6	7	-7	5	3	1	-6	-6	-3
O=C(COc1ccccc1F)NC12CC3CC(CC(C3)C1)C2	3	5	-6	1	6	6	9	-4	-3	-7
Oc1ccccc1C(=S)N1CCN(c2cccc(Cl)c2)CC1	-2	0	9	3	-3	-13	-4	4	5	8
CCn1cc(/C=N\NC(=O)Cc2ccc([N+](=O)[O-])cc2)c(C)n1	1	2	-2	-3	0	4	-5	8	0	-1
CN(C(=O)CSc1nnc(C2CC2)n1C)C1CCCc2ccccc21 (centres undefined)	-2	-6	-4	3	-4	-2	4	1	3	-4
O=C(NC1CCCCCC1)C(=S)NCCc1ccccc1	-1	-3	16	-4	-6	-5	2	-11	8	-4
Cc1cc(NC(=O)CCc2ccc(C)o2)no1	1	-1	3	0	4	0	3	3	2	1
Cc1cc(F)ccc1S(=O)(=O)N1CCCOC1CNC(=O)C(=O)NCCc1ccccc1 (centres undefined)	2	-4	-2	2	-8	4	8	2	4	-7
CCSc1nc2c(c(=O)n1Cc1ccccc1)SC(C)C2 (centres undefined)	-2	-2	2	0	1	-7	-5	-6	7	-2
COc1ccccc1CNS(=O)(=O)c1c(C)[nH]c(=O)[nH]c1=O	1	6	1	1	0	2	-7	6	-2	-1
COC(=O)/C(=C/c1cccc([N+](=O)[O-])c1)NC(=O)c1ccc(OC)cc1	-2	1	0	0	5	-2	-1	5	4	-2
Cc1ccc(C2=N/C(=C\c3cccnc3)C(=O)O2)cc1	3	-2	5	-4	-6	2	-7	-1	-8	0
COc1ccc(C(=O)CNc2cccc(F)c2)cc1	-1	1	-2	1	6	-12	-1	15	-4	3
O=C(NCc1ccco1)c1ccc2nc([C@@H]3O[C@H](CO)[C@H](O)[C@H](O)[C@H]3O)[nH]c2c1	0	-5	2	-1	0	/	8	2	3	0
CC(=O)N(C)c1ccc(NC(=S)Nc2ccccc2)cc1	0	-8	3	-5	0	2	-1	-8	2	-3
COC(=O)c1cc(-c2ccc(-c3ccccc3)c(F)c2)c(=O)n2c1CCC2	0	/	0	6	-6	/	2	3	-6	2
COc1cc(C2C(=O)N(C3CCCC3)CC(=O)N2Cc2ccco2)ccc1OC(C)C (centres undefined)	1	7	0	-2	3	7	4	8	9	0
CCOCCn1cnc2sc(C(=O)NCC(=O)OCC)c(C)c2c1=O	-3	1	0	-5	0	5	4	-4	1	1
Cc1ccc(S(=O)(=O)C2(S(=O)(=O)c3ccc(C)cc3)CCCC2)cc1	-6	2	2	5	6	-15	5	-3	5	-2
Cc1ccccc1/C=N/NC(=O)Cc1ccc(Cl)cc1	-2	3	-4	4	-11	-16	-6	7	0	-3
CCOC(=O)N(C)[C@H]1C[C@H]2c3[nH]c4ccccc4c3CCN2C[C@H]1[C@H](C)O	-2	-1	6	-2	4	/	7	10	-5	3
Cc1nn2c(N3CCOCC3)c3c(nc2c1-c1ccccc1)CCCC3	5	4	0	-1	-1	2	6	5	-10	-1
CC(=O)c1sc(NS(=O)(=O)c2ccc(C)cc2)nc1-c1ccccc1	1	9	-6	-2	-2	5	-10	7	-2	42*
CCOC(=O)N1CCC(NC(=O)CS(=O)(=O)Cc2nc(-c3ccc(OC)cc3)oc2C)CC1	-2	13	-5	-2	7	-3	-4	-17	-3	-5
O=C(O)c1ccc(S(=O)(=O)NCc2ccc3c(c2)OCO3)cc1	-2	11	-3	-3	7	7	6	4	-2	1
COc1ccc(/C=C(/C#N)c2cccnc2)cc1OC	-5	-4	-9	2	5	0	-1	-9	-10	3
O=C(NCc1ccco1)c1cccc(Br)c1	-3	6	2	1	-5	6	-1	0	-5	3
COc1ccc(/C=C/C(=O)Nc2c(C)nn(C)c2C)cc1COc1ccc(Cl)cc1Br	-8	2	0	0	7	-19	-5	-3	6	3
O=C(CC1Nc2ccccc2NC1=O)NCc1cccnc1 (centres undefined)	-6	-3	-5	-2	9	1	-1	-4	-4	-1
CCN(C(=O)CSc1nc2ccc(O)cc2c(=O)n1-c1ccc(OC)c(OC)c1)C1CCS(=O)(=O)C1 (centres undefined)	2	-3	5	-2	5	-2	2	0	-1	-1
COc1ccc(CCNS(=O)(=O)c2ccc3c(c2)CCN3C(=O)CCC(=O)O)cc1OC	1	-5	-3	3	4	4	4	3	4	2
CCOC(=O)C1=CCC(c2cccs2)N(S(=O)(=O)c2ccc(C)cc2)C1 (centres undefined)	4	0	1	-1	-2	/	-3	1	0	0
CCN(CC)S(=O)(=O)c1ccc(C(=O)NCC(c2ccc(OC)cc2)N2CCOCC2)cc1 (centres undefined)	-1	0	-2	4	-3	5	-3	0	2	-7
CCc1nc2ccccc2c(C(=O)OCC(=O)C(C)(C)C)c1C	4	2	-2	8	2	-6	-3	-3	6	-8
CCOc1ccc(NC(=S)Nc2ccc(F)cc2)cc1	0	5	-3	2	6	-3	2	-4	0	-1
CCN(CC)S(=O)(=O)c1ccc(N(C)C)c(NC(=O)CSCc2c(C)noc2C)c1	-3	1	-3	3	5	0	-2	11	3	-4
COc1ccc(S(=O)(=O)N2CCOC2CNC(=O)C(=O)NCCc2ccccc2)cc1C (centres undefined)	-2	4	1	-3	2	-4	1	10	2	2
Cc1cc(C(=O)NCCCN(C)C)c2ccccc2n1	1	-4	0	0	-6	9	7	4	4	0
CC(/C=N/NC(=O)c1nnn(-c2nonc2N)c1CN1CCCCC1)=C\c1ccccc1	1	1	-2	-2	-7	-23	0	-16	11	0
C=CCSc1ncnc2c1oc1nc3c(cc12)COC(C)(C)C3	1	8	2	-4	5	4	8	-21	4	-5
COc1ccc(CCNC(=O)NCCc2c[nH]c3ccccc23)cc1OC	2	-2	-3	-1	7	3	2	10	1	-3
Cc1oc(-c2ccccc2F)nc1CS(=O)CC(=O)NC1CC1 (centres undefined)	-4	7	-1	3	-3	1	2	6	-2	3
CCOC(=O)c1sc(=NC(=O)c2ccc(C)c(C)c2)n(C)c1C	8	-5	6	0	-3	0	3	-9	-2	0

Whole records as entered above. Values in the order: MBD2 inh	TCR CD3 inh	PRMT1 FP inh	LEDGF integ inh	SIAE inh	HTRA1 inhibitor	ABHD4 inh	TDP2 inh	GC-B act	rCAG binder
O=C(O)c1ccc(S(=O)(=O)NCc2ccc3c(c2)OCO3)cc1 as listed: -2	11	-3	-3	7	7	6	4	-2	1
COc1ccc(NC(=O)c2cccc(S(=O)(=O)NCc3ccco3)c2)c(OC)c1 as listed: -5	6	0	1	-5	-4	3	-1	3	-2
CCOC(=O)N1CCC(NC(=O)CS(=O)(=O)Cc2nc(-c3ccc(OC)cc3)oc2C)CC1 as listed: -2	13	-5	-2	7	-3	-4	-17	-3	-5
Cc1nn2c(N3CCOCC3)c3c(nc2c1-c1ccccc1)CCCC3 as listed: 5	4	0	-1	-1	2	6	5	-10	-1

(listing goes on)
SMILES	MBD2 inh	TCR CD3 inh	PRMT1 FP inh	LEDGF integ inh	SIAE inh	HTRA1 inhibitor	ABHD4 inh	TDP2 inh	GC-B act	rCAG binder
Cc1c(/C(O)=C2/C(=O)C(=O)N(CCN(C)C)C2c2ccc(C(C)C)cc2)cnn1-c1ccccc1 (centres undefined)	2	5	5	-2	-7	3	-10	1	4	-4
NC(=O)Cn1cc(C(=O)C(=O)N2CCOCC2)c2ccccc21	1	2	2	-1	9	3	4	-10	-1	-1
CC(C)C(=O)N1c2ccccc2NC2=C(C(=O)CCC2)C1c1ccc(N(C)C)cc1 (centres undefined)	1	-2	-1	-1	0	2	7	-12	-3	3
O=C(CCCSc1ccccc1)Nc1ccc(Cl)c(S(=O)(=O)N2CCOCC2)c1	-3	11	-1	3	-17	-34	-19	2	-3	3
Cc1cc(CSc2ccccc2)ccc1NC(=O)c1ccc(Cl)c([N+](=O)[O-])c1	-1	-1	0	1	11	3	-1	3	-9	3
Cc1ccccc1NS(=O)(=O)c1ccc(C(=O)NCCCN2CCCC2=O)cc1	-1	-3	5	1	-8	3	1	1	0	-3
COc1ccc(CNC(=O)Cn2c(=O)n(CC(=O)N3CCCCC3)c(=O)c3sccc32)cc1	1	5	-1	1	6	0	-8	2	1	-2
OCCNCc1ccc(-c2ccccc2)cc1	3	2	-1	5	1	1	-1	0	6	0
C=C(C)c1cccc(C(C)(C)NC(=O)Nc2nncs2)c1	8	-1	6	-3	-1	-1	5	4	6	0
CCOc1ccccc1-c1cnc(NC)cn1	-2	-4	-4	3	7	/	-4	-6	-4	1
COc1ccc(C(O)(CCC(C)C)C(CN2CCOCC2)c2ccc(Cl)cc2)cc1 (centres undefined)	0	1	2	-1	-3	-11	-6	-3	-16	-1
O=C(O)CNC(=S)NCc1ccccc1	2	-6	0	1	0	4	3	9	-8	0
O=Cc1ccc(-c2ccccc2C(=O)O)o1	-3	-2	4	2	1	-1	-2	-6	-3	-1
O=C1COc2ccc(C(=O)COC(=O)c3ccco3)cc2N1	0	1	6	-6	-3	2	3	-2	4	1
CCCc1cc(=O)[nH]c(SCc2cccnc2)n1	-4	8	0	1	3	-2	1	4	4	-1
COc1cccc(NC(=O)c2nnn(CC(=O)Nc3cc(C)cc(C)c3)c2N)c1	3	-1	3	-10	-16	-6	-4	-2	4	9
Cc1nnc(SCC(=O)Nc2sccc2C(N)=O)n1Cc1ccccc1	0	-4	3	-4	1	3	-1	-8	-2	-2
O=C(O)c1[nH]c2ccccc2c1NS(=O)(=O)c1ccc(F)cc1	-1	-5	2	-1	5	2	6	-5	2	11
Cc1ccc(-c2c(C#N)c(N)nc3c2CCCC3)o1	2	5	-3	6	-7	-2	-2	-4	-7	-3
Nc1ccnn1Cc1ccncc1	1	7	0	-2	-1	2	-1	-6	3	1
